Source: PubChem
IL1B secr inh = blocks inflammasome-driven IL-1 beta release; AID 743279; THP-1 LPS/ATP IL-1B secretion, AlphaLISA, 16 h; hits give low values; 360,000 tested, 4.7% active; activity change, % at 57.5 µM; in the data active means activity change below about -50%; inconclusive means mostly about -30% to -49%; further: on the % scale 0 is the no-effect control and ±100 the full control effect
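Secreted IL-1B measured by AlphaLISA bead assay after 16 h compound exposure of THP-1 cells; compounds (final up to 57.5 uM) added 1 h before LPS (250 ng/mL) and ATP (1.25 mM) stimulation; lower signal means less secretion.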
HT1080-NT tox = kills 2HG-producing HT-1080-NT fibrosarcoma cells. HT-1080-NT fibrosarcoma viability, CellTiter-Glo ATP luminescence, 48 h. Potency, µM (top dose mostly 46.1 µM), for inactives: at the highest dose activity, negative = less viability, most hits filed as cytotoxic. 360,000 tested, 1.6% active. AID 686970;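 further: NT is the 2HG producing partner of a matched IDH1 knockdown line; potency means the concentration at half of the fitted maximal effect; 0% = DMSO-treated cells and -100% = media-only wells without cells; nearly all actives have a fitted effect of over 55% in size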
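HT-1080-NT fibrosarcoma cells (2HG-overproducing), 750 cells/well in RPMI with 5% FBS, dosed after 2 h and incubated 48 h at 37C. CellTiter-Glo luminescence normalized to DMSO and no-cell wells; concentration-response curves fitted and classed.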
KB-3-1 cytotox = KB-3-1 parental cell cytotoxicity; KB-3-1 viability, CellTiter-Glo ATP luminescence, 72 h; Potency, µM (doses to about 46.1 µM), inactives show top-dose activity change, negative = cytotoxic, actives largely listed as cytotoxic; 400,000 tested, 1.4% active; further: potency means the concentration at half of the fitted maximal effect; on the % scale 0 is the no-effect control and ±100 the full control effect; nearly all actives have a fitted effect of over 60% in size
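Cytotoxicity measured as CellTiter-Glo luminescence after 72 h at 37 C. Compound titrations were pinned onto drug-naive KB-3-1 parental adenocarcinoma cells grown in DMEM with 10% FBS, and normalized data fitted to concentration-response curves.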
KB-V1 cytotox = kills drug-selected multidrug resistant KB-V1 cells; AID 1347076; 400,000 tested, 3.4% active; Potency, µM (highest dose often 46.1 µM), for the others: at the highest dose activity change, negative = cytotoxicity, usual class: cytotoxic; KB-V1 MDR cells viability, CellTiter-Glo, 72 h; further: potency means the concentration at half of the fitted maximal effect; on the % scale 0 is the no-effect control and ±100 the full control effect; nearly all actives have a fitted effect of over 60% in size
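Cytotoxicity toward P-gp-expressing KB-V1 cells was determined as loss of CellTiter-Glo luminescence after 72 h at 37 degrees C. Compounds were tested in quantitative HTS format across a concentration range, with curves fitted to normalized data.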
D3 ag = activates the human D3 dopamine receptor. D3R DiscoveRx beta-arrestin cells, luminescence, 90 min. max activation, %. 410,000 tested, 0.58% active. AID 652048; in the data active means max activation above about 30%; further: 0% is about no effect; mostly tested at two doses, the higher about 12 µM
Target sequence (P35462 whole entry, looked up): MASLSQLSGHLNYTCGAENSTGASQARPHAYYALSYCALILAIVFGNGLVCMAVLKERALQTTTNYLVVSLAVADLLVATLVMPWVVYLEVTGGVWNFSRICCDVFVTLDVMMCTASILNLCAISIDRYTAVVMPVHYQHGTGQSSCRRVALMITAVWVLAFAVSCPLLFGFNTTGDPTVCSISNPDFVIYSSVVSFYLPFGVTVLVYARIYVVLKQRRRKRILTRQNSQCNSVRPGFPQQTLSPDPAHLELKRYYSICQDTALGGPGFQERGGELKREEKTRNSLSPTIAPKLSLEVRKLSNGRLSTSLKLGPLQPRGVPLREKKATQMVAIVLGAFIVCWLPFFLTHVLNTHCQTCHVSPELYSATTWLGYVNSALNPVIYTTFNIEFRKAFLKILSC
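Agonist-mode cell screen: cells plated at 1500/well and incubated overnight at 37 °C, then exposed to library compounds for 90 min at 37 °C. Detection reagent was added for 30–60 min at room temperature, and luminescence was read.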
GLP1R cytotox = cytotoxic in the GLP-1 receptor inverse agonist counter-screen. 410,000 tested, 0.13% active. AID 624418. HEK293 cAMP-luciferase reporter cells, luminescence, 24 h. Potency, µM (highest dose often 38.3 µM), without a hit: at the top dose activity change, negative = inhibition, most hits filed as inhibitors;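 further: loss of luciferase light is scored as toxicity; potency means the concentration at half of the fitted maximal effect; on the % scale 0 is the no-effect control and ±100 the full control effect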
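Compound-treated cells are incubated 24 hr at 37 deg C under 5% CO2 after a 12 hour attachment period, then luciferase detection reagent is added and luminescence is measured following 12 min at room temperature; lowered signal indicates toxicity.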
HT1080 IDH1KD tx = HT-1080 IDH1 knockdown cell toxicity (counter line). HT-1080 IDH1 knockdown viability, ATP luminescence, 48 h. Potency, µM (titrated, usually from 46.1 µM), for inactives: at the highest dose activity, negative = toxicity, most hits filed as cytotoxic. 360,000 tested, 2% active;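 further: potency means the concentration at half of the fitted maximal effect; 0% = DMSO wells and -100% = cell-free medium wells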
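Cytotoxicity counter-line: IDH1KD HT-1080, 48 h, CellTiter-Glo. Curves classed by r2, magnitude and activity.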
SW480 rereplic = inducers of DNA re-replication in SW480 colon cancer cells. SW480 DNA re-replication, Hoechst DNA content imaging, 48 h. Potency, µM (highest dose often 46.1 µM), for the others: at the top dose re-replication activation, usual class: activators. 340,000 tested, 1.8% active. AID 624297; further: potency means the concentration at half of the fitted maximal effect; % of control where 0% means no effect; nearly all actives have a fitted effect of over 55% in size
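First, 250 cells per well were seeded. Next, compound or vehicle (23 nL) was pinned in, plates sat 48 hr at 37 C. Finally Hoechst was added for 40 min before fluorescence scanning.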
MCF10A rereplic = DNA re-replication induction in MCF 10a cells; MCF 10A DNA re-replication, Hoechst nuclear intensity, 48 h; Potency, µM (series often up to 46.1 µM), for inactives: at the top dose activity, positive = re-replication, usual class: activators; 350,000 tested, 2.9% active; AID 624296; further: potency means the concentration at half of the fitted maximal effect; % of control where 0% means no effect; nearly all actives have a fitted effect of over 50% in size
* hit, by the source's call; i = inactive; ? = inconclusive; / = no result given; & = joins results of further samples; [ ] = another dose, or the depositor's remark. Unless noted, the call rests on the fitted dose curve; in most records, active means well fitted curve in the direction sought with a large enough effect; inconclusive means small, poorly fitted or top-dose-only effect, or another doubt; inactive means no such curve, though single readings can be large; an effect the other way counts as inactive or inconclusive.

SMILES	IL1B secr inh	HT1080-NT tox	KB-3-1 cytotox	KB-V1 cytotox	D3 ag	GLP1R cytotox	HT1080 IDH1KD tx	SW480 rereplic	MCF10A rereplic
CN1CCN(C(=O)/C(=C/c2cccs2)NC(=O)c2ccco2)CC1	-18	12%	0%	4%	-15	-1%	15%	-19%	?
CC(C)CN(C(=O)CN1CCC(C)CC1)c1c(N)n(CC(C)C)c(=O)[nH]c1=O	-8	1%	4%	-1%	2	7%	4%	-12%	6%
CCCOc1ccc(Cc2nc(N)nc(N)n2)cc1	12	-4%	-17%	-23%	0	-2%	?	0%	1%
COc1cccc(NC(=O)CN(C)C(=O)c2ccc(-n3cncn3)c([N+](=O)[O-])c2)c1	25	1%	-3%	0%	-2	-1%	-2%	10%	-3%
O=C(COC(=O)CCNS(=O)(=O)c1ccccc1)Nc1ccc(OC(F)F)cc1	6	0%	3%	?	-6	1%	0%	66%	6%
O=C(/C=C/c1ccc([N+](=O)[O-])cc1)OCC(=O)N1c2ccccc2Sc2ccccc21	7	-2%	-16%	-15%	-22	-6%	-2%	1%	1%
Clc1ccc(-c2nnc(-c3ccccc3)nc2N2CCSCC2)cc1	0	-3%	-17%	-3%	-1	-3%	-8%	0%	?
Cc1ccc(S(=O)(=O)n2[nH]c(=O)c(CCO)c2C)cc1	15	14%	8%	25%	6	-7%	26%	1%	0%
CC(C)(C)Cc1c(-c2ccc(Br)cc2)nc2ccc(Cl)cn12	61	?	?	-10%	-3	-4%	?	/	/
CCCCNC(=O)Nc1nc2ccc(CC)cc2s1	?	-10%	11%	-23%	-13	-4%	-15%	?	23%
CN(C)S(=O)(=O)c1ccc2nc(NC(=O)c3cccnc3)sc2c1	-7	7%	0%	9%	4	-1%	7%	-22%	2%
O=C(Nc1ccccc1N1CCOCC1)c1ccc2ccccc2n1	-2	-19%	-21%	?	-3	4%	-9%	13%	16%
COc1cccc(C(NC(C)=O)c2nc(-c3ccc(F)c(Cl)c3)cs2)c1 (stereo not drawn)	-23	-6%	0%	2%	8	-5%	-13%	/	/
Cc1cc2ccccc2n1CCNC(=O)c1cccs1	-8	-24%	-16%	0%	-5	-21%	-11%	-2%	0%
Cc1ccc(S(=O)(=O)N2[C@@H](CO)CO[C@H]2CC(=O)OCc2ccccc2)cc1	-1	0%	-9%	?	9	24%	-5%	/	/
O=C1CCN(Cc2ccccc2)CCN1[C@H](COc1ccccc1)c1ccccc1	-19	11%	0%&-5%	?	-54	6%	1%	10%	17%
COC(=O)C[C@@H]1C=C[C@@H](NC(=O)CN(C)C)[C@@H](CO)O1	19	18%	1%	-8%	1	2%	17%	/	/
COc1ccc(OCCNC(=O)Nc2cc(F)c(F)cc2Cl)cc1	26	6%	6%	0%	-4	-4%	-1%	-10%	?
C/C(CC(=O)Nc1ccc(Br)cc1)=N\NC(=O)c1cccc(O)c1	16	11%	5%	10%	5	-6%	8%	-4%	4%
O=c1c(/C=N/O)coc2ccc3ccccc3c12	-2	1%	-11%	?	5	-2%	3%	-9%	-17%

An excerpt from above in order of formula weight, largest number first:
SMILES	IL1B secr inh	HT1080-NT tox	KB-3-1 cytotox	KB-V1 cytotox	D3 ag	GLP1R cytotox	HT1080 IDH1KD tx	SW480 rereplic	MCF10A rereplic
Cc1ccc(S(=O)(=O)N2[C@@H](CO)CO[C@H]2CC(=O)OCc2ccccc2)cc1	-1	0%	-9%	?	9	24%	-5%	/	/
COc1cccc(C(NC(C)=O)c2nc(-c3ccc(F)c(Cl)c3)cs2)c1 (stereo not drawn)	-23	-6%	0%	2%	8	-5%	-13%	/	/
C/C(CC(=O)Nc1ccc(Br)cc1)=N\NC(=O)c1cccc(O)c1	16	11%	5%	10%	5	-6%	8%	-4%	4%
CC(C)(C)Cc1c(-c2ccc(Br)cc2)nc2ccc(Cl)cn12	61	?	?	-10%	-3	-4%	?	/	/
CN(C)S(=O)(=O)c1ccc2nc(NC(=O)c3cccnc3)sc2c1	-7	7%	0%	9%	4	-1%	7%	-22%	2%
O=C(Nc1ccccc1N1CCOCC1)c1ccc2ccccc2n1	-2	-19%	-21%	?	-3	4%	-9%	13%	16%
Cc1cc2ccccc2n1CCNC(=O)c1cccs1	-8	-24%	-16%	0%	-5	-21%	-11%	-2%	0%
CCCCNC(=O)Nc1nc2ccc(CC)cc2s1	?	-10%	11%	-23%	-13	-4%	-15%	?	23%
O=c1c(/C=N/O)coc2ccc3ccccc3c12	-2	1%	-11%	?	5	-2%	3%	-9%	-17%

New compounds follow:
SMILES	IL1B secr inh	HT1080-NT tox	KB-3-1 cytotox	KB-V1 cytotox	D3 ag	GLP1R cytotox	HT1080 IDH1KD tx	SW480 rereplic	MCF10A rereplic
Cc1cc(NC(=O)COC(=O)c2oc3c(ccc4ccccc43)c2C)no1	13	11%	?	?	12	-7%	1%	0%	?
Cn1c(=S)ccc2ccccc21	18	3%	0%	27%	14	-11%	2%	2%	9%
Cc1ccccc1CNC(=O)c1ccc(CSCc2ccccc2)cc1	-23	-5%	-19%	-19%	-4	1%	-3%	4%	6%
CCOc1ccc(CC(=O)Nc2c3c(nn2C(C)(C)C)CS(=O)(=O)C3)cc1	i	17%	-9%	-1%	9	3%	29%	-25%	2%
O=C(CCc1c[nH]c2ccccc12)NCCc1ccc(Cl)cc1	?	-23%	0%	4%	2	-1%	-16%	-9%	6%
CC(C)c1cc(C(C)C)c(S(=O)(=O)N2CCNCC2)c(C(C)C)c1	-81*	?	-10%	?	1	?	?	?	?
CCN(CC)c1ccc(/C=N/NC(=O)c2cccc(S(=O)(=O)N3CCOCC3)c2)c(O)c1	200	?	7.3µM*	?	0	161%[activator]	?	?	15µM*
Cc1cnc(NC(=O)c2sc(Nc3ccccc3)nc2N)o1	-22	22%	2%	-14%	-7	-6%	10%	27%	8%
COc1ccc(CN2CC(=O)N(c3ccc(Cl)cc3)C2=S)cc1OC	?	-10%	?	-2%	17	3%	-13%	23%	10%
O=S(=O)(Nc1ccc(Cl)cn1)c1cccs1	35	0%	13%	21%	-3	-1%	-4%	-10%	5%
Cc1nn(C)c2c1c(C(F)(F)F)cc(=O)n2C(C)C(=O)NCCc1ccccc1 (stereo not drawn)	/	/	3%	-7%	-9	3%	/	/	/
C[C@H](NC(=O)c1ccc(C(C)(C)C)cc1)C(=O)N1CCN(C/C=C/c2ccccc2)CC1	?	?	?	?	-12	18%	?	-7%	?
C/C=C/C1=CC(=O)C[C@H](c2ccc(F)cc2)C1	?	-1%	?	-4%	9	-21%	9%	-2%	25%
COc1ccc(NC(=S)NC2CCCCC2)cn1	-1	9%	-15%	5%	-9	0%	-12%	0%	-5%
Cc1ccccc1CN1CCC(CNc2ncnc3onc(-c4ccc(Cl)cc4)c23)CC1	/	/	-19%	-4%	-3	0%	/	/	/
COc1ccc(Cc2nnc(NC(=O)c3cccc(C)c3)s2)cc1	22	-22%	14%	-15%	9	3%	-28%	2%	-53%[inhibitor]
O=C1C(Cc2ccccc2)NC(=S)N1c1ccccc1 (stereo not drawn)	-1	13%	11%	15%	-12	-1%	1%	-7%	3%
COc1ccc(CNC(=O)Cn2c(=O)oc3cc(S(=O)(=O)NCc4ccccc4)ccc32)cc1	/	/	-1%	5%	14	-8%	/	/	/
CN1C(=O)S/C(=C/c2cccn2-c2cccc(C(=O)O)c2)C1=O	5	-7%	-9%	?	10	-21%	-10%	16%	1%
O=C(NCCCn1ccnc1)c1cc2ccccc2oc1=O	21	24%	14%	15%	2	-10%	24%	-6%	3%
Cc1ccc(C(=O)CSc2nc(C)cc(=O)[nH]2)cc1	27	-13%	1%	0%	5	1%	-8%	?	183%[0.0737 µM]
O=C(NC1CCCC1)C1C(c2ccccc2)=Nc2ccccc2N1C(=O)c1cc(Cl)cc(Cl)c1 (stereo not drawn)	2	13%	?	?	10	12%	-3%	/	/
CCn1cc(/C=N\NC(=O)Cc2ccc(Cl)cc2)cn1	-3	-3%	7%	-13%	3	22%	7%	-70%[inhibitor]	3%
NC(=O)c1cc(C(=O)c2ccccc2Cl)c[nH]1	-6	0%	6%	18%	3	-5%	9%	-125%[inhibitor]	6%
C(=C\c1ccccc1)/CNn1cnnc1	-20	10%	18%	?	4	-9%	?	-2%	-8%
O=C(CSC1=NCCS1)NCc1ccco1	27	3%	-5%	0%	-3	-19%	0%	?	23µM*
COc1ccc(N2CCN(CCCNC(=O)Cn3c(-c4cccs4)cc4ccccc43)CC2)cc1	/	/	-3%	1%	32*	-4%	/	/	/
CCCCSc1n[nH]c(N)n1	-5	1%	-6%	5%	-4	2%	3%	4%	-3%
CC(C)(OC(=O)c1ccc(C(F)(F)F)cc1)c1cc2ccccc2c(=O)o1	48	5%	10%	0%	1	-2%	2%	-31%[inhibitor][9.22 µM]	-10%
COC(=O)c1ccc(NC(=O)C2CC(=O)OC2c2ccccc2)cc1 (stereo not drawn)	16	9%	-5%	16%	-25	-8%	1%	-3%	3%
CC1CCCCC12NC(=O)N(CC(=O)N1CCN(S(=O)(=O)c3cccs3)CC1)C2=O (stereo not drawn)	-12	14%	5%	13%	4	1%	8%	?	-2%
O=C(O)CCc1ccc(-c2cccs2)n1-c1ccc(C(=O)O)cc1	2	0%	0%	18%	4	-22%	7%	4%	?

No enrichment for hits; any-hit rate near 11%.
